GRK2 aptamer HTS: inhibitors of human GRK2 displacing RNA aptamer | P25098 | bead flow cytometry, FAM-aptamer displacement from GRK2 | inhibition of aptamer binding, % at 10 µM | actives 0.59% (n = 330,000);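 active means inhibition of aptamer binding above 40%, roughly 3 SD of noise, on plates passing a quality check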;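 further: median bead fluorescence of bound FAM aptamer so fluorescent compounds give negative values; no value below 0 was filed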
VLA-4 inh: inhibition in a human VLA-4 binding assay. P13612. actives 0.2% (n = 330,000). inhibition, % (about 7 µM as worked out from the volumes in the protocol). VLA-4 expressing cells, ligand binding flow cytometry; in the data active means inhibition above about 50%
GASC-1 inh: human JMJD2C demethylase inhibition; GST-JMJD2C(1-420) H3K9me3 demethylation, DELFIA europium; inhibition, % at 2.35 µM; actives 0.069% (n = 330,000);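 active means more than half of a compound's replicate wells show inhibition beyond 50%, single wells judged on their own value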;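 further: signal counts dimethyl H3K9 product captured on neutravidin plate; 0% = median of DMSO wells and 100% = 0.3 times that DMSO median; strong numbers were not always called active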
Target sequence (Q9H3R0 1-420 limits assumed): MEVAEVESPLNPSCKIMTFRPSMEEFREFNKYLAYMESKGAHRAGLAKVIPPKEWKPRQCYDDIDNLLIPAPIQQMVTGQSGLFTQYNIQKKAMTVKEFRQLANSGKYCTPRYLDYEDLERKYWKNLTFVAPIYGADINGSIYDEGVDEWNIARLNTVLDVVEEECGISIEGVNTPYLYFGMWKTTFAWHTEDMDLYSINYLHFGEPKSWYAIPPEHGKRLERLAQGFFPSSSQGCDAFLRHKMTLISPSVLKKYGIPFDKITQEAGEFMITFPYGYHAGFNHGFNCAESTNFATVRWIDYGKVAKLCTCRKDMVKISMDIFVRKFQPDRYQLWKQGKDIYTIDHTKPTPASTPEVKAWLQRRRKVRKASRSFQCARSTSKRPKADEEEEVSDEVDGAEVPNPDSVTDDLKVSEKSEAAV
PP1 inh: blocks human PP1-alpha phosphatase, a PP5 counter-screen; P62136; purified PP1alpha, OMFP fluorescence; inhibition, % at 6.7 µM; actives 0.9% (n = 320,000);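 active means inhibition above the mean inhibition of all tested compounds plus 3 SD, computed separately for each screening campaign, cut at about 15% in these data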
proCasp3 act: procaspase-3 (human) activation | P42574 | recombinant procaspase-3 D3A, Ac-DEVD-pNA absorbance 405 nm | actives 0.11% (n = 330,000) | AID 463141 | activation, % at 8.5 µM;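 active means activation above the mean of all tested compounds plus 3 SD, cut at about 21% in these data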;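 further: 0% = DMSO alone and 100% = DMSO wells spiked with extra 5 µM PC-3 D3A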
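assay system = Procaspase-3 D3A mutant | signal = absorbance at 405 nm, 0 and 120 min | times = 1 h preincubation plus 2 h reaction at 25 °C | repeats = single replicate | read-out = % activation between DMSO and enzyme-spiked controls | medium = Zinc-free HEPES saline buffer with Triton X-100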
procasp7 counter: counter-screen: procaspase-7 (human) activation; P55210; recombinant procaspase-7, Ac-DEVD-pNA absorbance 405 nm; D23A/D198A/D206A triple mutant, cannot self-cleave; scale: DMSO 0, 5 µM enzyme 100; activation, % at 8.5 µM; actives 0.093% (n = 330,000);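 active means percent activation above the screen-wide mean plus 3 SD, cut at about 25% in these data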
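Test system: Procaspase-7 triple mutant (PC-7 D3A). Also added: Ac-DEVD-pNA substrate, 400 µM as added. Schedule: 1 h enzyme–compound preincubation and 2 h substrate reaction, both 25 °C. Signal: p-Nitroaniline absorbance at 405 nm, read at 0 and 120 min. Control set: low DMSO alone, high DMSO plus 5 µM PC-7.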
PP5 inh: blocks human protein phosphatase 5 activity; P53041; purified PP5c, OMFP substrate fluorescence; inhibition, % at 6.7 µM; actives 0.18% (n = 320,000); AID 1987;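 active means inhibition above the campaign's mean inhibition across all tested compounds plus 3 SD, cut at about 9.5% in these data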;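 further: 0% = DMSO only and 100% = 100 µM cantharidin control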
Target sequence (P53041 whole entry, looked up): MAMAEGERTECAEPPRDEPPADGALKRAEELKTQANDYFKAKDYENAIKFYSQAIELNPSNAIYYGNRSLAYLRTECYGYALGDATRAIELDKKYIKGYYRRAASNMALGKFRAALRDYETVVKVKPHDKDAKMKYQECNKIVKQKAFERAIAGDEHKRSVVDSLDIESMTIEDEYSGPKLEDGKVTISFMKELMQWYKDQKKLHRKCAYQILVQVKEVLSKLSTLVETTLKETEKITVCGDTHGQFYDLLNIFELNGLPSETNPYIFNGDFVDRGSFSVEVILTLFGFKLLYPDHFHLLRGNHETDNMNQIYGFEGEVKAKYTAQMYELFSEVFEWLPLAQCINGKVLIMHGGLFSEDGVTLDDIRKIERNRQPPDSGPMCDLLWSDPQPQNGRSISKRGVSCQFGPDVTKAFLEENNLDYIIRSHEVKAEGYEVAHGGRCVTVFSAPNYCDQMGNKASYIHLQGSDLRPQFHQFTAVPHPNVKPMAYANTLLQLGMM
core dimer inh: HCV core protein dimerization inhibition; inhibition, % at 5 µM; TR-FRET GST/Flag-core106 dimerization, 1536-well; AID 1899; actives 0.33% (n = 300,000);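 active means inhibition above the mean of all tested compounds plus 3 SD, set per screening campaign, cut at about 45% in these data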
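System: GST/Flag-tagged HCV core106 proteins. Incubation: compound-protein-antibody incubation 4 h at 22.5 °C. Technique: HTRF with 340 nm excitation, 617/671 nm emission. Medium: KF-containing HEPES buffer, pH 7.45, DTT, CHAPS, BSA. Read-out: inhibition (%) from 671 over 617 nm ratio. Also added: Eu(K)-anti-GST 90 ng/mL plus XL665-anti-Flag 1 µg/mL.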
CTSL1 counter: counter-screen for PFM18AAP inhibitors: inhibitors of F. hepatica cathepsin L1 | actives 0.49% (n = 300,000) | recombinant F. hepatica cathepsin L1, Z-Leu-Arg-MCA fluorescence | AID 1906 | inhibition, % at 5.96 µM;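 active means inhibition above the mean of all tested compounds plus 3 SD, set per screening campaign, cut at about 17% in these data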;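 further: 0% = plate median of test compound wells and 100% = 1 µM Z-Phe-Ala-diazomethylketone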
The depositor's hits bear a star; . = not tested or not shown; & = joins results of further samples; ! = not confirmed by another sample.

[1] COc1ccc(C(=O)NCCS(=O)(=O)NCc2ccccc2)cc1
[2] CC1(C)Oc2ccc3ccc(=O)oc3c2/C(=C/NNC(N)=O)C1=O
[3] CCc1nc(C#N)c(N2CCCCC2)o1
[4] O=c1cc(-c2ccccc2Cl)oc2c(NS(=O)(=O)c3cc(Cl)cc(Cl)c3O)ccc(O)c12
[5] CC(C)NC(=O)Nc1ccc2c(c1)C(=O)N([C@H](C)CO)C[C@H](C)[C@@H](CN(C)C(=O)Nc1ccc(C(F)(F)F)cc1)O2
[6] N#CCC(=O)N/N=C/c1ccc(OCC(=O)Nc2ccc(F)cc2)cc1
Compound,1,2,3,4,5,6
GRK2 aptamer HTS,0,0,2,2,0,0
VLA-4 inh,2,4,5,1,35,19
GASC-1 inh,-1,-1,-1,7,2,-4
PP1 inh,-2,3,-3,27*,.,0
proCasp3 act,10,0,0,5,-1,-1
procasp7 counter,3,-8,3,-17,7,-7
PP5 inh,-1.0,1.3,-0.2,1.5,.,0.8
core dimer inh,-7,-8,0,22,.,-3
CTSL1 counter,2,-1,-1,0,.,-1

[7] CCC(C)NC(=O)Cn1ccc2cc(S(=O)(=O)N3CCCCCC3)ccc21 (stereo not drawn)
[8] Cc1cc(-c2ccccc2)nc(Oc2cccc(C(F)(F)F)c2)c1S(C)(=O)=O
[9] NS(=O)(=O)c1ccc(N=Cc2c(O)c3ccccc3oc2=O)cc1
[10] CCn1nc(C)c(CN2CCC(n3nccc3NC(=O)c3ccc4c(c3)OCO4)CC2)c1C
[11] O=C(/C=C/c1cccc(F)c1)N1CCN(c2ncccn2)CC1
[12] Cc1nn(-c2ccccc2)nc1C(=O)NNC(=O)c1cccc2ccccc12
Compound,7,8,9,10,11,12
GRK2 aptamer HTS,1,1,9,0,2,0
VLA-4 inh,0,-8,-2,0,-7,1
GASC-1 inh,21,1,-10,7,-3,-19
PP1 inh,1,2,1,-2,9,-3
proCasp3 act,3,6,2,4,-5,10
procasp7 counter,1,10,-9,1,12,8
PP5 inh,-0.3,3.8,2.4,2.1,0.9,0.2
core dimer inh,2,-1,-3,2,-5,-1
CTSL1 counter,-4,2,-3,-5,1,6

[13] CC(C)(C)n1nc2c(c1NC(=O)Cc1ccc(Cl)cc1)CS(=O)(=O)C2
[14] CN1C(=O)CC(N2CCN(CCN=CC3=C(O)CC(C)(C)CC3=O)CC2)C1=O (stereo not drawn)
[15] Cc1ccc(N2CCN(/N=C/c3ccccc3)CC2)cc1
[16] N#Cc1ccc(N=c2ssnc2Cl)cc1
[17] CS(=O)(=O)N(CCC#N)Cc1ccc(/C=C2\C(=O)Nc3ccccc32)o1
[18] Cc1ccc(Cn2ccc(NC(=O)c3cc(C4CC4)on3)n2)cc1
Compound,13,14,15,16,17,18
GRK2 aptamer HTS,1,0,2,0&2,0,1
VLA-4 inh,10,20,6,-5,-3,0
GASC-1 inh,5,-4,22,58*!,-6,-1
PP1 inh,-2,0,-3,-3&-4,-5,7
proCasp3 act,-1,3,3,-18&-17,2,5
procasp7 counter,4,-3,6,-25&-32,5,0
PP5 inh,1.7,1.4,1.4,-1.5&-0.2,-1.4,1.3
core dimer inh,-5,-3,-6,-6,-8,6
CTSL1 counter,4,-1,2,1,-2,0

Along the list, from the results shown:
Compounds 13 to 18 in GRK2 aptamer HTS: 1, 0, 2, 0&2, 0, 1

Carrying on.
[19] CCCCN(CCCC)S(=O)(=O)c1ccc(SCC(=O)OCC)c([N+](=O)[O-])c1
[20] Cc1ccc(OCCc2csc(N)n2)cc1
[21] CCOC(=O)c1[nH]c2ccc(F)cc2c1NC(=O)C1=COCCO1
[22] COc1ccc(OCC2CNC(=O)O2)cc1 (stereo not drawn)
[23] COC(=O)c1[nH]c2cccc(OC)c2c1NC(=O)CN1CC2(C)CC1CC(C)(C)C2 (stereo not drawn)
[24] COc1cccc(C(O)Cc2nc3ccccc3n2C)c1OC (stereo not drawn)
Compound,19,20,21,22,23,24
GRK2 aptamer HTS,0,2,1,0,1,0
VLA-4 inh,-8,12,-18,2,4,-5
GASC-1 inh,10,.,2,11,-7,24
PP1 inh,2,-5,2,0,-12,0
proCasp3 act,-6,1,-3,1,-8,-7
procasp7 counter,-14,8,11,7,4,6
PP5 inh,3.4,1.1,-1.6,0.0,-0.5,-3.2
core dimer inh,4,-5,-9,-12,-2,-7
CTSL1 counter,4,-1,1,-4,-2,10

[25] C#Cc1ccc([C@@H]2C=C(C(=O)OCC=C)O[C@H](OCC)[C@H]2CCCO)cc1
[26] O=C(NC1CC1)c1ccc(N2CCCCC2)c([N+](=O)[O-])c1
[27] CC(=O)NC(Cc1cccc(F)c1)C(=O)NC1CCN(C(=O)c2cccc(C)c2)CC1 (stereo not drawn)
[28] CC1CCCCN1S(=O)(=O)c1ccc(C(=O)Nc2sccc2C(N)=O)cc1 (stereo not drawn)
[29] Cc1noc(C)c1COc1ccc(C(=O)NNC(=O)c2ccccc2)cc1
[30] O=C(Nc1cccc2cccnc12)c1ccccc1Cl
Compound,25,26,27,28,29,30
GRK2 aptamer HTS,0,0,4,0,100*,2
VLA-4 inh,8,-1,29,-2,5,12
GASC-1 inh,4,12,-12,2,6,2
PP1 inh,-5,-2,-3,2,-8,0
proCasp3 act,5,0,5,19,16,-2
procasp7 counter,-9,-7,3,7,6,4
PP5 inh,6.1,-1.0,-0.2,6.2,-1.4,0.8
core dimer inh,-10,10,-5,4,1,2
CTSL1 counter,1,-10,1,-4,3,0

3 of the compounds above, with two lines to a compound.
Order of values: GRK2 aptamer HTS, VLA-4 inh, GASC-1 inh, PP1 inh, proCasp3 act, procasp7 counter, PP5 inh, core dimer inh, CTSL1 counter
(28) CC1CCCCN1S(=O)(=O)c1ccc(C(=O)Nc2sccc2C(N)=O)cc1 (stereo not drawn)
→ 0, -2, 2, 2, 19, 7, 6.2, 4, -4
(29) Cc1noc(C)c1COc1ccc(C(=O)NNC(=O)c2ccccc2)cc1
→ 100*, 5, 6, -8, 16, 6, -1.4, 1, 3
(26) O=C(NC1CC1)c1ccc(N2CCCCC2)c([N+](=O)[O-])c1
→ 0, -1, 12, -2, 0, -7, -1.0, 10, -10

More compounds
[31] CCOc1ccc(-c2nc(CSCC(=O)N3CCN(C(=O)c4ccco4)CC3)c(C)o2)cc1
[32] CCN(CC)CCCN(Cc1cc2cc3c(cc2[nH]c1=O)OCO3)C(=S)NCc1ccco1
[33] CC1(C)C/C(=N\NC(=S)Nc2ccccc2F)c2cc(O)ccc2O1
[34] Cc1csc2nc(CN3CCN(CC(=O)N(C)C)CC3)cc(=O)n12
[35] CC1(C)CC(=O)C(CC(=O)Nc2ccc(S(N)(=O)=O)cc2)=C(O)C1
[36] CCCCn1c(N)c(NCc2ccccc2)c(=O)[nH]c1=O
Compound,31,32,33,34,35,36
GRK2 aptamer HTS,0,0,3,0,6,0
VLA-4 inh,14,1,18,6,-21,7
GASC-1 inh,-5,13,6,16,7,-5
PP1 inh,-6,-1,-5,0,-7,-5
proCasp3 act,-14,10,-15,-4,-7,-2
procasp7 counter,6,5,-9,4,-7,6
PP5 inh,0.8,-1.7,-1.3,-1.2,0.0,0.5
core dimer inh,7,-3,3,-8,0,-1
CTSL1 counter,-8,-1,7,3,-1,-4

[37] COc1ccc(C(=O)c2cn[nH]c2-c2cc(C)ccc2O)cc1
[38] CN(C)C(CNC(=O)CCOc1ccccc1)c1ccco1 (stereo not drawn)
[39] Cc1ccc(NC(=O)NCC2CCN(Cc3cc(C)ccc3Cl)CC2)c(C)c1
[40] CNC(=O)COC(=O)c1cccnc1SC
[41] COc1cccc(-c2cc(C(=O)NCCCN3CCOCC3)no2)c1
[42] O=C(NCc1ccccc1Cl)C1CCN(c2ncnc3c2nc2n3CCCCC2)CC1
Compound,37,38,39,40,41,42
GRK2 aptamer HTS,0,0,0,0,0,0
VLA-4 inh,4,2,7,11,2,1
GASC-1 inh,2,3,7,-2,-4,25
PP1 inh,-1,-1,-4,0,0,2
proCasp3 act,0,-1,-1,-5,1,0
procasp7 counter,10,3,-2,11,-5,0
PP5 inh,1.9,4.2,5.2,1.1,-1.5,0.3
core dimer inh,7,27,-5,-4,8,3
CTSL1 counter,7,-3,-2,-3,-1,1

[43] Cc1cc(C=O)c(C)n1-c1cc(C(F)(F)F)ccc1N1CCOCC1
[44] COc1ccccc1CNC(=O)C1CCC1
[45] COc1ccc(CNC(=O)CN2C(=O)COc3ccc(S(=O)(=O)NC4CCCC4)cc32)cc1
[46] O=C(Nc1cccc(Cl)c1)Nc1nccs1
[47] CN(C(=O)c1ccc(F)cc1)c1ccccc1C(=O)NCc1ccccc1
[48] CCCNC(=O)COC(=O)/C(C#N)=C/c1cc(C)n(CCC)c1C
[49] Cc1cccc([C@@H]2[C@@H]3C(=O)N(Cc4ccccc4)C(=O)[C@@H]3[C@]3(Cc4ccc(Cl)cc4)C(=O)N(c4ccc(Br)cc4)C(=O)N23)c1
[50] COC(=O)/C(C#N)=C/N(C)C
[51] Cc1ccc(NC(=O)C[n+]2ccccc2)cc1C
Compound,43,44,45,46,47,48,49,50,51
GRK2 aptamer HTS,1,3,0,9,0,0,0,1,2
VLA-4 inh,10,0,5,8,0,11,-1,-6,1
GASC-1 inh,7,2,3,7,-7,-1,11,-25,7
PP1 inh,0,6,-3,1,-1,-2,12,-4,-3
proCasp3 act,3,11,3,5,-1,-4,7,5,4
procasp7 counter,7,-14,7,-1,-1,4,12,6,-8
PP5 inh,2.0,-0.2,1.7,4.8,-0.3,-1.7,5.2,2.1,4.3
core dimer inh,2,-10,-4,4,-2,1,44,-4,1
CTSL1 counter,3,2,-3,-3,-1,-2,0,13,-1

Compound activity deposited in PubChem BioAssay by several laboratories.

Not a hit list, and some 2.6% of all compounds hit somewhere here.
